mcGAS inh: cyclic GMP-AMP synthase inhibitors, mouse, primary biochemical chemiluminescence; inhibition, % at 12.5 µM; recombinant cGAS, Kinase-Glo ATP depletion luminescence; 0.15% of 160,000 active; AID 1259399, 2018;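 further: 0% = negative control wells and 100% = reference inhibitor with no enzyme activity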
NPYLR7 ag: agonists of mosquito NPYLR7 receptor, primary screen, cell-based, Aedes aegypti, calcium fluorescence, mosquito biting behavior; HEK293T NPYLR7/Galpha15, GCaMP6s calcium fluorescence; activation, % at 10 µM; 0.15% of 270,000 active; AID 1259423, 2018; in the data active means activation above about 40%;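 further: 0% = vehicle and 100% = reference agonist at the receptor; some compounds past the cut are filed as inactive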
hcGAS inh: Primary biochemical luminescence assay for human cyclic GMP-AMP synthase inhibitors; recombinant h-cGAS, ATP depletion, Kinase-Glo luminescence; inhibition, % at 12.5 µM; 0.081% of 290,000 active;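 further: 0% = vehicle reaction and 100% = reaction without DNA for no activity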
Target sequence (Q8N884 whole entry, looked up): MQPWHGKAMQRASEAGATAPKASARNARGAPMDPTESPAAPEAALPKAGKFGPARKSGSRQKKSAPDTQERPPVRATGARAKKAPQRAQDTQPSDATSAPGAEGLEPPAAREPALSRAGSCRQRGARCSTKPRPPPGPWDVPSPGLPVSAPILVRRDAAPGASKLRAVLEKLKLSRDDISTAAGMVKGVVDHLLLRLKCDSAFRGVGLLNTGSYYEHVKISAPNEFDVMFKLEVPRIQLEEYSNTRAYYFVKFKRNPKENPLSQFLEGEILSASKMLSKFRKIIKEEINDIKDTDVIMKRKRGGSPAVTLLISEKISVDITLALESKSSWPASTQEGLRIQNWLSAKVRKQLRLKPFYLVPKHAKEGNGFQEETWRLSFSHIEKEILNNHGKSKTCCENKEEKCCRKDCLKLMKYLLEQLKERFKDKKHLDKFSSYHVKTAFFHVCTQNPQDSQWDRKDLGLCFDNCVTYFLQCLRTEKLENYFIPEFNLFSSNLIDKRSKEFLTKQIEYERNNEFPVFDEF
Active calls of the source: *; nt = no result given; & = joins results of further samples. Unless noted, no stated cut-off is given here; in the data, active means inhibition above about 40%; inactive means the rest.

SMILES	mcGAS inh	NPYLR7 ag	hcGAS inh
COc1ccc(-c2ccc(C(=O)NCc3nnc4n3CCCC4)o2)cc1	nt	2	-11
Cc1ccc(CCS(=O)(=O)c2ccc(C(C)(C)C)cc2)c[n+]1CC(=O)C(C)(C)C	-6	-1	-6
CC(C)(C)Nc1c(C2CCCCC2)nc2c(OCc3ccccc3)cccn12	-4	0	-2
CCCCC(CC)C(=O)Nc1c(-c2ccc(F)c(F)c2)nc2ccccn12 (stereo not drawn)	-7	-2	-4
COc1cccc(NC(=O)CCC2CCN(C(=O)c3sccc3C)CC2)c1	nt	2	-2
CC(C)(C)c1ncc2c(n1)CN(C(=O)CCn1nnc3ccccc31)C2	-12	-11	-2
O=C(Nc1ccnn1C1CCN(Cc2ccc3c(c2)CCO3)CC1)C1CC1	-3	3&1	-4&-6
Cc1cccc(CN2CCN(C(c3ccccc3)c3ccc(Cl)cc3)CC2)c1 (stereo not drawn)	nt	-6&-1&-4&-4	1&-6&-6&-4
O=C(NC1CC1)C1CCCN(C2CCN(Cc3ncccn3)CC2)C1 (stereo not drawn)	1	0	0
COc1ccc(OC)c(N2CC(c3nc4ccccc4n3CCC(C)C)CC2=O)c1 (stereo not drawn)	-9	-1	-8
COc1ccccc1N1CCN(C(=O)C(C)C)C(C)C1=O (stereo not drawn)	-4	15	-8
CCC(Oc1ccccc1C(C)C)C(=O)N1CCCN(C(C)=O)CC1 (stereo not drawn)	nt	-1	3
CCOC(=O)C1(Cc2ccccc2)CCCN(Cc2ccc(OCC)c(CO)c2)C1 (stereo not drawn)	-4	-6	-8
CC1(C)O[C@@H]2C[C@@](OCc3cccc(Cl)c3)(C(=O)NCCN3CCOCC3)CC(OCc3ccccc3C#N)[C@@H]2O1 (stereo partly drawn)	-5	14	-10
Cc1ccc(-n2nnnc2CNS(=O)(=O)c2cccc(C(F)(F)F)c2)cc1C	-4	4	2
Cc1cc(C)n2nc(-c3cccnc3)nc2n1	-5	-1	-3
Cc1c(C(=O)NCc2ccc3c(c2)OCCO3)sc(=O)n1Cc1ccc(C(F)(F)F)o1	nt	11	-7
CCC(=O)Nn1cnc2c(cnn2-c2ccc(C)c(C)c2)c1=O	nt	7	-8
CC1CCN(Cc2nnnn2CC(=O)N2CCCC(OCc3cccnc3)C2)CC1 (stereo not drawn)	nt	-1	2
Cc1n[nH]c(C)c1S(=O)(=O)N1CCC(C)CC1	nt	10	-1
CCOC(=O)C(=O)N1CCN(CC(OCc2ccc(C(F)(F)F)cc2)c2ccc(Cl)cc2)CC1 (stereo not drawn)	2	3	-1
Cc1ccc(C)n1-c1ccc(C(=O)N2CCCN(C3CC3)CC2)cc1	-15	12	-7
Oc1c(C=Nc2ccccc2)sc2ccccc12	-19	20	-28
Cc1ccc(CN(CCc2ccccc2)C(=O)CN(C(=O)c2cccs2)C2CCCCC2)o1	-6	nt	-7
Cc1cccc(S(=O)(=O)Nc2ccccc2C(=O)NCCc2ccc(F)cc2)c1	-5	-1	-3
(further entries)
SMILES	mcGAS inh	NPYLR7 ag	hcGAS inh
Cc1ccc2nc(C3CCCN3Cc3cnc(S(C)(=O)=O)n3CC(C)C)[nH]c2c1 (stereo not drawn)	nt	6	-5
CCOC(=O)CSC=C1NC(=O)NCC1C(=O)OCC (stereo not drawn)	nt	-10	2
CCOC(=O)c1nn(CCc2ccc(OC)cc2)c2c1CN(Cc1cccc3nccnc13)CC2	-6	15	-12
Cc1cc(F)ccc1S(=O)(=O)ON1C(=O)c2cccc3cccc(c23)C1=O	-8	-8	-3
c1cnc(-n2cncn2)c(CNc2nccc(C3CCCC3)n2)c1	-10	6	-7
COc1ccccc1CCC(=O)N1CCC2(CC1)OCc1cc(-c3ccc(C)c(F)c3)ccc1O2	-7	-4	0
CN(CCN1CCCC1=O)C1CCc2c(F)ccc(F)c21 (stereo not drawn)	nt	10	-2
Nc1cc(Cl)c(NC2=NCCN2)c(Cl)c1	-3	9	0
CCCNC(=O)C1(C)CCN(Cc2cccc(F)c2)C1 (stereo not drawn)	nt	-1	-17
COC(=O)[C@H](Cc1ccc(OC)cc1)NC(=O)[C@@H]1CN(S(C)(=O)=O)CCN1C(=O)N1CCOCC1	-3	-12	-2
O=C(c1cc(Cl)cnc1Cl)N1CCN(Cc2cc(=O)c(OCc3ccc(C(F)(F)F)cc3)co2)CC1	-6	12	-6
O=C(COc1ccccc1)N(Cc1ccccn1)c1nc2ccc(Cl)cc2s1	-8	1	-5
Cc1cccc(C(=O)NNC(=O)c2cc3c(s2)CCCC3)c1O	-3	1	-7
CN1N=C(C(=O)NC2CCCN(Cc3ccccc3F)C2)CCC1=O (stereo not drawn)	nt	3	-6
CC(C)(C)CC(=O)N1CCN(Cc2nc3ccccc3c(=O)[nH]2)CC1	-7	1	-1
COc1ccccc1-n1c(SCc2cccc(C#N)c2)nnc1-c1ccccc1Cl	-9	nt	-4
Cc1ccc(OCCN(C)Cc2ccc(CO)o2)c(C)c1	nt	25	-6
CCCN1C(=O)C(=Cc2c(NCc3ccco3)nc3ccccn3c2=O)SC1=S	-6	9	-5
Cc1noc(C)c1S(=O)(=O)N(Cc1ccccn1)C(C)C	-15	0	-9
Cc1ccn2c(=O)nc(SCC(=O)N3CCCCC3)nc2c1	-8	0	-7
CCn1nc(C(C)C)cc1C(=O)NC(C)Cc1cnccn1 (stereo not drawn)	-18	4	-3
CCCc1nc(N[C@H]2COC[C@@H]2N2CCCCC2)c2cnn(C)c2n1	1	-2	-2
COCc1c(Br)c(C)nc(OCC(=O)N/N=C\c2cc(-c3ccccc3)n(-c3ccc(Br)cc3)c2-c2ccccc2)c1C#N	-8	7	-7
O=C(NCCn1nc(-c2ccccc2)ccc1=O)c1ccc(F)cc1	-10	-2	-3
CCOC(=O)CCc1c(C)nc2ncnn2c1N1CCN(Cc2c(F)cccc2Cl)CC1	-3	16	1

Sorted by molecular weight (high to low): part of the list above.
SMILES	mcGAS inh	NPYLR7 ag	hcGAS inh
O=C(c1cc(Cl)cnc1Cl)N1CCN(Cc2cc(=O)c(OCc3ccc(C(F)(F)F)cc3)co2)CC1	-6	12	-6
COc1ccccc1CCC(=O)N1CCC2(CC1)OCc1cc(-c3ccc(C)c(F)c3)ccc1O2	-7	-4	0
CCOC(=O)c1nn(CCc2ccc(OC)cc2)c2c1CN(Cc1cccc3nccnc13)CC2	-6	15	-12
CCOC(=O)CCc1c(C)nc2ncnn2c1N1CCN(Cc2c(F)cccc2Cl)CC1	-3	16	1
CCCN1C(=O)C(=Cc2c(NCc3ccco3)nc3ccccn3c2=O)SC1=S	-6	9	-5
Cc1ccc2nc(C3CCCN3Cc3cnc(S(C)(=O)=O)n3CC(C)C)[nH]c2c1 (stereo not drawn)	nt	6	-5
Cc1cc(F)ccc1S(=O)(=O)ON1C(=O)c2cccc3cccc(c23)C1=O	-8	-8	-3
CN1N=C(C(=O)NC2CCCN(Cc3ccccc3F)C2)CCC1=O (stereo not drawn)	nt	3	-6
CCCc1nc(N[C@H]2COC[C@@H]2N2CCCCC2)c2cnn(C)c2n1	1	-2	-2
CC(C)(C)CC(=O)N1CCN(Cc2nc3ccccc3c(=O)[nH]2)CC1	-7	1	-1
O=C(NCCn1nc(-c2ccccc2)ccc1=O)c1ccc(F)cc1	-10	-2	-3
Cc1cccc(C(=O)NNC(=O)c2cc3c(s2)CCCC3)c1O	-3	1	-7
Cc1noc(C)c1S(=O)(=O)N(Cc1ccccn1)C(C)C	-15	0	-9
CCOC(=O)CSC=C1NC(=O)NCC1C(=O)OCC (stereo not drawn)	nt	-10	2
Cc1ccc(OCCN(C)Cc2ccc(CO)o2)c(C)c1	nt	25	-6
CCCNC(=O)C1(C)CCN(Cc2cccc(F)c2)C1 (stereo not drawn)	nt	-1	-17

(next part)
SMILES	mcGAS inh	NPYLR7 ag	hcGAS inh
N#Cc1c(=O)c2nc3ccccc3nc2n2c1sc1ccccc12	nt	-4	-8
CC(C)CN1C(=O)C(c2c(C(C)C)[nH]n(-c3ccc(Cl)c(Cl)c3)c2=O)=C([n+]2ccccc2)C1=O	-14	6	-15
CCCc1c(C(=O)N2CCCC2)cnn1-c1ccccc1C	1	3	2
CCCOC1CCCN(S(=O)(=O)c2ccc(Cl)cc2)C1 (stereo not drawn)	nt	-2	2
COC(=O)c1csc(NC(=O)C2CCCN(C(=O)C3CC3)C2)c1 (stereo not drawn)	nt	-5	-3
O=C(c1ccc(N2CC(O)C2)nc1)N1CCC(CCc2ccccc2)CC1	-17	7	-6
CCC(C)n1c(=O)[nH]c2sc3c(c2c1=O)CCN(C(=O)c1c(F)cnc(F)c1F)C3 (stereo not drawn)	-6	5	-3
Cc1nc(SCC(=O)NCCc2ccccc2)c2c3c(sc2n1)CCC3	-5	11	-4
COCCN(CC(=O)N(Cc1ccccc1)Cc1sccc1C)C(=O)c1ccc(Br)cc1	0	-6	7
CCOC(=O)c1c(NC(=O)Cc2ccc(Cl)cc2)sc(C(=O)Nc2ccccc2)c1C	-6	4	-11
CCOC(=O)CC1C(=O)NCCN1C(=O)Nc1ccc(OCC)cc1 (stereo not drawn)	-3	-7	-7
CCNC(=O)[C@@H]1C[C@@H](N)CN1C(=O)c1ccc(Cn2nc(C)cc2C)cc1	nt	21	-10
CC(C)CN(Cc1ccc(OS(C)(=O)=O)cc1)C(=O)Nc1ccc(Cl)cc1Cl	-4	-2	-6
COc1ccc(NC(=O)Cn2c(-c3nnc(CC(C)C)o3)cc3ccccc32)cc1	-10	-2	-5
CC1=NC2=C(C(=O)CCC2)C(c2cccc([N+](=O)[O-])c2)C1C#N (stereo not drawn)	2	10	3
COc1ccc(CCNC(=O)Cc2csc(NC(=O)CN(C(=O)c3ccco3)C(C)C)n2)cc1OC	2	-11	3
C#CCCN1CCC(NC(=O)c2ccc(-n3cccc3)c(F)c2)CC1	-10	-8	-8
OC(COCc1ccccc1)CN(Cc1c(-c2ccccc2F)noc1N1CCOCC1)C1CC1 (stereo not drawn)	-1	-6	3
C=CCC(C)(C)CN1CCN(c2nnc(C(F)(F)F)s2)CC1	-8	1	-5
COc1ccc2sc(N(CCN3CCOCC3)C(=O)c3ccnn3C)nc2c1	-7	nt	-4
CC1ON=C(c2ccc(N(C)C)cc2)N(Cc2ccccc2F)C1=O (stereo not drawn)	nt	9	-1
CCCCCCCC(=O)N(CC(=O)N(Cc1ccc2c(c1)OCO2)Cc1cccs1)CC1CCCO1 (stereo not drawn)	-6	-3	-5
CCCCCCCCCCCCCCC(C(=O)OC)C(O)(CC(=O)OC)C(=O)OC (stereo not drawn)	1	-6	2
CCCc1ccc(S(=O)(=O)Nc2ccc(CP(=O)(OCC)OCC)cc2)cc1	0	30	3
Oc1ccccc1CN1CCCn2cccc2C1c1ccoc1 (stereo not drawn)	-3	-4	-3
(listing goes on)
SMILES	mcGAS inh	NPYLR7 ag	hcGAS inh
COc1ccc(CNC(=O)N2CCN(S(=O)(=O)c3ccc(F)cc3)CC2)cn1	-10	14	-5
CCC(C)N(Cc1cc(Cl)ccc1OS(=O)(=O)c1ccc(NC(C)=O)cc1)C(=O)c1cccc(F)c1 (stereo not drawn)	-6	-5	-2
CCC(CC)C(=O)N1CCC2(CC1)CN(Cc1nccn1CC)CCN2C	-1	0	2
CCc1nn2c(=O)cc(Cn3cnc4c3c(=O)n(C)c(=O)n4C)nc2s1	nt	5	-14
COc1ccc(CCNC(=O)CN2CN(c3ccccc3)C3(CCN(C(=O)Nc4ccccc4C)CC3)C2=O)cc1OC	-4	13	-7
CCC(Nc1ccc(Cl)cc1)C(=O)N1CCC2(CC1)CN(C)CCN2C (stereo not drawn)	nt	16	-2
COC(=O)[C@H](C(C)C)N(C)C(=O)c1cnn(-c2ccc(C(F)(F)F)cc2)c1N	nt	0	-7
CC(C)(Cc1c[nH]c2ccccc12)NC(=O)c1cccnc1Oc1ccccc1	nt	-15	1
CCOC(=O)N1CCN(C(=O)c2cc(COc3ccc(C)c(C)c3)on2)CC1	-2	-4	2
Fc1ccc2c(c1)C(Nc1nccc(C(F)(F)F)n1)CCCO2 (stereo not drawn)	nt	7	-11
Cn1nnc(NC(=O)COc2ccc(C3CCCCC3)cc2)n1	nt	0	-6
Cc1cccc(C(=O)Nc2nnc(CC(=O)N/N=C\c3ccc(O)cc3)s2)c1	-5	-3	9
CN(C)CCN(C(=O)C1CCCCC1)c1nc2c(F)cc(F)cc2s1	-7	-2	-10
COc1ccc(Oc2coc3c(CN(C)C)c(O)ccc3c2=O)cc1	-6	-10	-3
CC(=O)NCCn1ccnc1-c1cc(C#CCO)cs1	nt	26	-10
CCCc1noc(CN2CCCCC2CCc2ccccc2)n1 (stereo not drawn)	nt	6	-10
COCC1CN(C2CCC2)CC12CCN(C(=O)Cn1cccn1)CC2 (stereo not drawn)	-5	nt	-14
O=C(Nc1ccnn1Cc1ccsc1)C1CC2CCC1C2 (stereo not drawn)	nt	0&-25	-6&2
CCOC(=O)C(c1ccc(OC)c(OC)c1)C1C=CC(NC(=O)c2oc3ccccc3c2C)C1 (stereo not drawn)	-9	nt	-13
O=C(CCCc1ccccc1)Nc1ccc(Nc2cc(-n3cccn3)ncn2)cc1	-8	-4	-8
O=C(Nc1nnc(SCc2ccccc2F)s1)c1cccc([N+](=O)[O-])c1	-5	-5	-3
c1cc(-c2ccc3c(c2)CCO3)ccc1CNC1CCCC1	-10	3&-3	-5&-4
